Assay outcomes (PubChem)
esBAF inh: SWI/SNF esBAF complex inhibition | mouse ES cells, Bmi1-luciferase knock-in reporter, 24 h; 100% = twice the neutral-well signal | reporter increase, % at 12.5 µM | hit rate 2% among 350,000; in the data active means activation above about 40%; inconclusive means no clear call, values can overlap the other calls;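 further: 0% = median of the plate's neutral control wells and 100% = double that signal; a rise in the Bmi1 reporter signal indicates esBAF inhibition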
RAD52 inh: inhibitors of human RAD52 DNA annealing | P43351 | recombinant RAD52 DNA annealing, FRET fluorescence | inhibition, % at 18.7 µM | hit rate 0.46% among 360,000 | AID 651710;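 active means every replicate showing at least 50% inhibition; inconclusive means mean inhibition at least 50% but not in every replicate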
F508del corr: CFTR F508del correction in bronchial cells; CFBE cells, YFP halide quenching; stimulated with forskolin plus potentiator P3; % fluorescence drop versus neutral controls; activity (quench increase), % at 7.58 µM; hit rate 0.36% among 350,000;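 active means mean added fluorescence quench of at least 8% versus neutral control, with both replicates also reaching 8%; inconclusive means only one of the mean or replicate conditions met; inactive means mean below 8% and not both replicates reaching 8%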;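 further: cells transiently co-express mutant CFTR-F508del with the halide-sensitive YFP; corrector assay measuring rescue of mutant channel to the surface after 24 h compound exposure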
ARNT TACC3 PPI: disruptors of human ARNT/TACC3 interaction. Q9Y6A5. AlphaScreen His-ARNT PAS-B/GST-TACC3 binding, luminescence; TACC3 fragment carries E629A point mutation. inhibition, % at 9.99 µM. hit rate 0.66% among 390,000;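 active means mean inhibition of replicates at least 50% and at least half of replicates each reaching 50%; inconclusive means half or more replicates reach 50% but mean below 50%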;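 further: 0% = complete ARNT plus TACC3 wells and 100% = ARNT alone without TACC3; many hits fall short of the cut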
RAD54 inh: inhibitors of human RAD54 branch migration. hit rate 0.14% among 360,000. RAD54 Holliday junction branch migration, FAM/BHQ fluorescence. inhibition, % at 10.4 µM. Q92698;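 active means mean normalized replicate activity at least 40 and at least half of replicates scoring 40 or more; inconclusive means only one of the two criteria met; inactive means mean below 40 and under half of replicates reaching 40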;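 further: 0% = median of neutral control wells and 100% = median of positive control wells; inhibitors cause a drop in the FAM fluorescence signal; in these data hits start at about 50%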
Target sequence (Q92698 whole entry, looked up): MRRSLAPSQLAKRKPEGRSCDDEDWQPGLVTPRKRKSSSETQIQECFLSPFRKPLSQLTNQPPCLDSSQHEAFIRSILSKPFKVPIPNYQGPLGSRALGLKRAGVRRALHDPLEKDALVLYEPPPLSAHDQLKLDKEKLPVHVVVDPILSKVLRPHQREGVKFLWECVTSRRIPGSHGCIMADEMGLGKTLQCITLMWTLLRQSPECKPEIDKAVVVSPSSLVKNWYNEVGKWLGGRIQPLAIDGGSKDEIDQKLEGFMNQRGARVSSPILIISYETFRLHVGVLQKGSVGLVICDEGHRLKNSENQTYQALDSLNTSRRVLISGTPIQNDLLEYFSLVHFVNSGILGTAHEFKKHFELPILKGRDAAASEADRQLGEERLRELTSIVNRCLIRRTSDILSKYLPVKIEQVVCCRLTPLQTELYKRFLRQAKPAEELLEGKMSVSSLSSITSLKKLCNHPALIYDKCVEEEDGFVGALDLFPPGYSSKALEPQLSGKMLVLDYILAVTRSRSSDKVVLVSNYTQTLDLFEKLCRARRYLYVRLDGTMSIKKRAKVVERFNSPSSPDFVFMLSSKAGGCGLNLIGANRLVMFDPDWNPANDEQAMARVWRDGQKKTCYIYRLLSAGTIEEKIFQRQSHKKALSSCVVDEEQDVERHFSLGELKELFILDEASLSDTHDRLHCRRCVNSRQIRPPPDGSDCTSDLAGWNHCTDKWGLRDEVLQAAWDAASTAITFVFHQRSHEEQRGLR
Xi reactivation: reactivates the inactive X chromosome in mouse fibroblasts; XiGFP mouse fibroblasts, % GFP-positive cells imaging, 3 d; cells co-treated with 5-aza-dC sensitizer; scaled so ellipticine positive control = 100%; activation, % at 7.58 µM; hit rate 0.055% among 360,000;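 active means mean normalized replicate activation at least 10% and every replicate at or above 10%; inconclusive means only one of the two criteria met; inactive means mean below 10% and not all replicates reach 10%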;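 further: 0% = median of on-plate neutral control wells and 100% = ellipticine 6 µM median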
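Material: XiGFP fibroblasts, SV40-immortalized. Buffer or medium: DMEM plus 5-aza-dC sensitizer. Compound: single concentration per compound, delivered by pin transfer. Times: 3 days compound exposure. Controls: ellipticine 6 µM.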
ERAP1 inh: inhibitors of human ERAP1 aminopeptidase; recombinant ERAP1, Leu-AMC fluorescence, 60 min; inhibition, % at 10.7 µM; hit rate 0.15% among 340,000;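 active means mean replicate inhibition of at least 30%, or all replicates individually reaching that 30% level; inactive means mean below 30% and not every replicate reaching it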;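 further: 0% = neutral control wells and 100% = L-leucinethiol positive control wells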
GSIS activator: primary screen for activators of insulin secretion dependent on glucose, INS-1E cells, GLuc reporter luminescence; INS-1E GLuc reporter insulin secretion, 2-3 h; activation, % at 16.6 µM; hit rate 0.61% among 370,000; AID 743287;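 active means lowest replicate activation of at least 40%, so every replicate reaches that level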;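 further: 0% = median of neutral control wells and 100% = median of IBMX positive control wells; some compounds called inactive have numbers as strong as hits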
* marks the source's active call; other numbers are inactive results; i = inactive; u = inconclusive; x = not tested or not shown.

SMILES | esBAF inh | RAD52 inh | F508del corr | ARNT TACC3 PPI | RAD54 inh | Xi reactivation | ERAP1 inh | GSIS activator
O=C(NCc1ccc(Cl)cc1)C(=O)c1c[nH]c2ccccc12 | 16 | -12 | x | x | 15 | 0.2 | 18 | -3
COc1cc(COCC(O)CN2CCCCC2C)cc(OC)c1OC (centres undefined) | 3 | -12 | 0.8 | -6 | 4 | 0.1 | -6 | 15
CCCCn1nnnc1C(C1CC1)N1CCN(C/C=C/c2ccccc2)CC1 (centres undefined) | -6 | -4 | 0.5 | x | -3 | x | 3 | -6
CCN(C(=O)CCc1cn(CC)c2ccccc12)c1ccc(Oc2cccnc2)cc1 | x | -2 | 2.8 | x | x | 0.0 | 3 | x
O=C(C[C@H]1CC[C@@H]2[C@H](COC[C@H](O)CN2Cc2cccc(Cl)c2)O1)NCC1CCCCC1 | 2 | x | 1.0 | -5 | 5 | -0.1 | x | -9
CC1CCCN(Cc2c(O)ccc3c2O/C(=C\c2ccco2)C3=O)C1 (centres undefined) | x | -421 | x | 8 | x | 0.1 | 13 | -8
COc1ccccc1-c1ccc([C@@H]2[C@H](CO)N(C(=O)C3CC3)C23CN(C(C)=O)C3)cc1 | x | -14 | 0.5 | x | x | 0.0 | 0 | 7
CCC/C=C/c1ccc(CN2C(CC(C)C)C(=O)N(Cc3cn(Cc4ccco4)nn3)CCS2(=O)=O)cc1 (centres undefined) | -6 | -17 | 0.4 | x | -3 | 0.0 | -2 | -25
CSc1nc(NCCCO)c2c3c(sc2n1)CN(C)CC3 | x | 19 | -1.0 | 4 | x | -0.1 | 3 | 16
CC1(C(=O)Nc2ccc(Cl)cc2)Cc2c(-c3ccc(C(N)=O)cc3)ccnc2O1 (centres undefined) | 8 | -16 | 0.3 | x | -2 | 0.2 | 2 | -7
Cc1nn(C2CCS(=O)(=O)C2)c(Cl)c1/C=C/C(=O)OCC(=O)Nc1ccc2c(c1)OCO2 (centres undefined) | -9 | -18 | -0.3 | 1 | -4 | 0.3 | -2 | 0
CCCCn1nc(C(=O)N(CC)CC(=O)Nc2c(F)cccc2F)c2ccccc2c1=O | -4 | -21 | 1.0 | 0 | -5 | 1.5 | 0 | -7
CCOc1cc(C(=O)OCC(=O)c2c[nH]c3ccccc23)ccc1OCC(=O)N1CCOCC1 | -1 | x | x | 0 | 9 | x | x | 9
CCOC(=O)C1(Cc2cccc(OC)c2)CCN(Cc2cccc(O)c2)CC1 | x | -2 | 2.8 | 0 | -3 | 0.0 | 1 | x
COc1c(Cl)cc(Cl)cc1CNCCO | x | -6 | x | 1 | x | 0.1 | 6 | 7
O=C(COc1ccc(S(=O)(=O)NCc2ccccc2)cc1Cl)NCC1CCCO1 (centres undefined) | 1 | -6 | -0.6 | -2 | 2 | x | -2 | 1
CCN1CCCC1CNC(=O)c1ccc2c(c1)NC(=O)/C(=C\c1ccccc1F)S2 (centres undefined) | -15 | 87* | 1.6 | x | u | 0.4 | 4 | -1
CCNC(=S)N/N=C(\C)c1ccc(N2CCOCC2)cc1 | x | 3 | 4.6 | x | x | -0.1 | 0 | 2
CCCC#Cc1ccc([C@H]2[C@@H](CO)N(C(=O)C3CCCC3)[C@H]2C#N)cc1 | 1 | 4 | 0.1 | 20 | -3 | 0.1 | 4 | 10
COc1ccccc1S(=O)(=O)N(C)C[C@@H]1OCc2ccccc2-c2c(n(C)c3ccccc23)C(=O)N([C@@H](C)CO)C[C@H]1C | 1 | 18 | 4.9 | 15 | 0 | -0.3 | -2 | 2
COc1cc2c(cc1OC(C)=O)CCCCC2=O | -6 | -10 | -3.4 | -7 | 1 | 0.2 | 1 | x
C[C@@H]1CCCCO[C@@H](CN(C)S(=O)(=O)c2ccccc2)[C@H](C)CN([C@H](C)CO)C(=O)c2cc(NS(C)(=O)=O)ccc2O1 | -3 | 0 | 1.0 | -10 | -24 | 0.1 | 0 | 0
COCCCN(C(=O)c1ccccc1F)c1nc(-c2ccc(OC)cc2)cs1 | 9 | -31 | -1.7 | -2 | -8 | 0.0 | -2 | 11
CC(C)CC#Cc1cnc2c(c1)C(=O)N([C@@H](C)CO)C[C@@H](C)[C@H](CN(C)S(C)(=O)=O)O2 | -11 | 21 | -1.1 | -2 | 10 | 0.1 | -5 | -2
Cc1cc(C)c(S(=O)(=O)N2CCN(c3ccc([N+](=O)[O-])c(NCc4ccco4)c3)CC2)c(C)c1 | -12 | -14 | 0.6 | 3 | -3 | x | -2 | 15
CCn1cc(CN2CCC(C(=O)Nc3cccc(-c4cccc(OC)c4)c3)CC2)cn1 | -5 | -12 | 0.3 | -8 | 9 | 0.1 | 1 | 5
CO[C@H]1CN(C)C(=O)c2ccc(NC(=O)c3ccccc3F)cc2OC[C@H](C)NC[C@H]1C | -1 | 8 | 0.3 | -1 | 0 | 0.0 | 0 | 1
COc1cccc(/C=C/C(=O)OCC(=O)Nc2cccc(S(=O)(=O)N3CCOCC3)c2)c1OC | x | -22 | -0.1 | 3 | x | 0.3 | -3 | -12
CC(C)(C)c1ccc(OCCC(=O)Nc2ccc(N3CCOCC3)cc2N2CCOCC2)cc1 | 0 | -6 | 0.7 | 12 | 3 | -0.1 | -4 | -73
CC(=O)c1ccc(Sc2ccccc2)c([N+](=O)[O-])c1 | x | 1 | 1.2 | 9 | 2 | 0.2 | x | 15

Two of these compounds, set out differently.
SMILES	esBAF inh	RAD52 inh	F508del corr	ARNT TACC3 PPI	RAD54 inh	Xi reactivation	ERAP1 inh	GSIS activator
Cc1cc(C)c(S(=O)(=O)N2CCN(c3ccc([N+](=O)[O-])c(NCc4ccco4)c3)CC2)c(C)c1	-12	-14	0.6	3	-3	x	-2	15
CCn1cc(CN2CCC(C(=O)Nc3cccc(-c4cccc(OC)c4)c3)CC2)cn1	-5	-12	0.3	-8	9	0.1	1	5

(more compounds)
SMILES | esBAF inh | RAD52 inh | F508del corr | ARNT TACC3 PPI | RAD54 inh | Xi reactivation | ERAP1 inh | GSIS activator
COC(=O)c1cc(C)nc(Sc2ccccc2NC(C)=O)n1 | x | -21 | 1.5 | x | 1 | 0.0 | 1 | 7
C[C@H]1CN([C@@H](C)CO)S(=O)(=O)c2ccc(-c3cncnc3)cc2O[C@H]1CN(C)C(=O)CC1CC1 | 0 | 0 | 0.3 | -1 | 3 | -0.9 | 0 | 17
C[C@@H]1CCCCO[C@@H](CN(C)S(=O)(=O)c2ccccc2)[C@@H](C)CN([C@H](C)CO)C(=O)c2cc(NC(=O)NC3CCCCC3)ccc2O1 | 17 | -8 | -0.8 | -9 | -6 | 0.1 | 0 | 13
Cn1nnnc1NN=Cc1ccccc1 | x | -11 | 2.6 | x | 3 | 0.1 | -4 | -5
O=C(c1ccccc1F)N1CC2(C1)[C@@H](c1ccccc1)[C@H](CO)N2CC1CC1 | x | 4 | 1.5 | x | x | 0.0 | 6 | -4
O=C(O)c1ccc(NCCC2=CCCCC2)c([N+](=O)[O-])c1 | 9 | -12 | -0.8 | 6 | 7 | 0.1 | -13 | -23
CC1=NN(c2ccc(C)cc2)C(=O)/C1=C/c1ccc(-c2cc([N+](=O)[O-])ccc2O)o1 | -6 | -13 | 4.1 | -1 | -7 | 0.1 | 0 | -8
CO[C@@H]1CN(C)C(=O)c2ccc(NC(=O)Nc3ccccc3)cc2OC[C@H](C)N(C(=O)Nc2c(C)noc2C)C[C@@H]1C | 4 | 7 | 0.3 | -7 | 1 | 0.3 | 2 | -14
O=C1CCc2cc(S(=O)(=O)Nc3ccccc3)cc3c2N1CCC3 | 5 | -13 | -4.2 | 0 | x | -0.1 | 2 | 6
CC(C)Oc1ccc(C(CCNCc2ccc(O)cc2)c2ccccc2)cc1 (centres undefined) | -18 | -2 | 1.6 | 15 | 4 | 0.2 | -2 | 0
Cn1cnc(S(=O)(=O)Nc2ccc(OC(F)(F)F)cc2)c1 | x | -4 | 5.8 | -3 | x | -0.1 | 2 | 1
COc1cc([N+](=O)[O-])ccc1N | 3 | -10 | 1.7 | -5 | -12 | 0.0 | -1 | 0
CC1CN(S(=O)(=O)c2cc(C(=O)N(C)Cc3cccs3)ccc2Cl)CC(C)O1 (centres undefined) | -2 | 6 | -2.8 | 5 | -2 | 0.0 | -2 | -16
Cc1noc(C)c1S(=O)(=O)Nc1ccc2c(c1)CC(=O)N([C@H](C)CO)C[C@H](C)[C@@H](CN(C)C)O2 | -5 | 1 | -0.1 | -5 | 11 | -0.4 | -1 | 4
CCCNC(=O)N(C)C[C@@H]1Oc2ncc(C#CCc3ccccc3)cc2C(=O)N([C@H](C)CO)C[C@H]1C | 12 | -3 | -0.1 | -8 | 6 | 0.2 | 0 | -18
CCc1ccc(-c2cc(C)no2)cc1S(=O)(=O)N1CCN(c2ccccc2)CC1 | -19 | -18 | 3.9 | -17 | 0 | 0.0 | 1 | -4
O=C(COC(=O)CC(c1ccccc1)c1ccccc1)Nc1cccc(F)c1 | x | 2 | x | -7 | x | 0.4 | -2 | 3
Cc1cccc(-n2ccc(=O)c(C(=O)Nc3ccc(S(=O)(=O)Nc4onc(C)c4C)cc3)n2)c1 | -2 | -25 | 0.6 | -5 | -6 | 0.3 | -4 | -8
O=C(NNC(=O)c1cccs1)c1ccc2ccccc2c1 | x | i | -3.2 | -10 | x | 0.2 | 4 | 2
COc1ccc(S(=O)(=O)N2CCC(C(N)=O)CC2)cc1C(=O)N1CCCCCC1 | -6 | -9 | -1.0 | 2 | x | 0.2 | 2 | 24
CCNC(=S)Nc1c(C)n(C)n(-c2ccccc2)c1=O | x | -6 | 0.5 | -7 | x | 0.1 | 8 | 13
CC1(C(=O)Nc2ccccc2)CCN1C(=O)C1(c2ccccc2)CC1 (centres undefined) | 3 | -9 | -1.0 | x | 3 | 0.1 | 15 | 0
Cc1ccc(C(C)C)c(OCCNC(=O)c2ccccc2O)c1 | -3 | 12 | -6.4 | 0 | -1 | 0.2 | -3 | -28
O=C(C[C@H]1C[C@H]2c3cc(NC(=O)C4CCOCC4)ccc3O[C@H]2[C@@H](CO)O1)NCc1cccnc1 | 6 | 10 | -0.6 | -1 | -11 | 0.0 | 3 | -5
CCOc1ccc(-c2c(C(=O)N/N=C/c3ccc(C)cc3)nnn2-c2nonc2N)cc1 | 6 | -8 | x | -3 | x | 0.0 | 8 | -10
CC(C)CNC(=O)NC(=O)COC(=O)c1cc([N+](=O)[O-])ccc1NCc1ccccc1Cl | x | 0 | -1.0 | x | x | 0.0 | -3 | 2
C[C@@H]1CN(C2CCN(Cc3nc(C(c4ccccc4)c4ccccc4)no3)CC2)C[C@H](C)O1 | -10 | -32 | 2.6 | 5 | x | 0.0 | 1 | -12
NS(=O)(=O)c1ccc(CCn2c(=S)[nH]c3ccccc3c2=O)cc1 | 1 | -14 | 6.6 | -11 | -9 | 0.4 | 0 | -3
COc1ccc(C(=O)N2CCCC2)cc1S(=O)(=O)N1CCOCC1 | -11 | x | x | 10 | -14 | x | x | -14
CC1CC(C)CN(CCCNC(=O)c2ccc(N3CCCC3=O)cc2)C1 (centres undefined) | -1 | -10 | 1.4 | -7 | 0 | 0.2 | 5 | 48
CCCC(=O)Nc1ccc2c(c1)C(=O)N(C)C[C@@H](OC)[C@@H](C)CN(Cc1ccncc1)[C@@H](C)CO2 | -4 | x | 2.5 | x | x | 0.5 | x | 11
Cc1cccc(-n2ncc3c2CCCC3NC(=O)CN2CCOC2=O)c1C (centres undefined) | -3 | 6 | 2.2 | -2 | -7 | 0.3 | 0 | -10
